RORA act = activators of human nuclear receptor RORA | P35398 | CHO-K1 Gal4-RORA LBD luciferase reporter, luminescence; percent increase over mock-subtracted basal signal | activation, % at 10 µM | hit rate 1.5% among 65,000;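 active = activation above the mean of all tested compounds plus 3 SD, cut at about 49% in these data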;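 note: 0% = DMSO-treated RORA cells and 100% = added signal equal to DMSO minus mock-transfected cells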
SF1 activator = activators of human nuclear receptor SF-1 | Q13285 | CHO-K1 Gal4-SF-1 LBD luciferase reporter; % increase over DMSO SF-1-specific signal | activation, % at 10 µM | hit rate 1.9% among 65,000 | AID 522;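 active = activation above the mean activation of all tested compounds plus 3 SD, cut at about 50% in these data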
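Test system: transient Gal4-SF-1 LBD reporter, CHO-K1; Amount: 4,000 CHO-K1 cells per well; Doses: 10 µM only; Timing: compound exposure 20 h at 37 °C; Signal: luciferase light emission; Read-out basis: percent activation relative to DMSO median and mock-transfected background; Control set: DMSO negative control and −SF1 background wells; Replicates: one test per compound.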
Fluor 339 460 = intrinsic fluorescence of library compounds, ex339/em460 – biochemical, MLSMR library, data from DPM-DC assay, artefact control, profiling panel. compound autofluorescence, ex339/em460 nm, NADH buffer; active compounds read high; 1 = no-compound wells, NADH background. fluorescence fold increase at 10 µM. hit rate 5.5% among 65,000;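 active = at 10 µM, mean starting fluorescence two-fold or more over control wells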;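 note: signal is the first read of a kinetic run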
NADH coupling = blocks coupling enzymes of NAD/NADH assays. coupled PK/LDH NADH assays, four targets. IC50, µM (series often up to 10 µM), inactives show at the top dose inhibition. hit rate 0.02% among 65,000. AID 774;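 active = single-dose screening hits from any of four coupled enzyme assays that gave an IC50 when retested across doses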;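 note: the DPM-DC format reads NADH fluorescence rather than 340 nm absorbance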
TNAP act DEA = activates human TNAP at intermediate phosphate acceptor concentration; P05186; purified TNAP, CDP-star luminescence, 100 mM DEA, 30 min; active compounds read high; scale: 0 levamisole-inhibited, 1 vehicle-only enzyme; activation factor at 20 µM; 64,000 tested, under 10 active;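 active = activation factor of at least 2 at 20 µM, relative to controls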
M1 agonist = activates the M1 muscarinic receptor; CHO-M1 cells, Fluo-4 calcium fluorescence, agonist mode; active compounds read high; B-score at 10 µM; hit rate 3% among 64,000;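 active = fluorescence rise, raw or as B-score row- and column-corrected plate score, outside the 99.7% band of its plate's samples, either direction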
M1 antag = antagonists of rat M1 muscarinic receptor; P08482; CHO-M1 cells, Fluo-4 calcium, ACh EC80 antagonist mode; active compounds read low; B-score at 10 µM; hit rate 3.4% among 64,000; AID 628;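 active = calcium fluorescence response, raw or row-and-column corrected B-score, differing from the plate sample mean either way at a set confidence level, mostly lower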
tolC growth inh = blocks growth of E. coli BW25113 tolC mutant. AID 573. hit rate 2.2% among 65,000. growth inhibition, % at 10 µM (by protocol). OD615;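 active = growth inhibition at or above a cutoff equal to the mean over every tested compound plus 3 SD, cut at about 60% in these data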;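 note: growth measured after 20 h incubation at 37 °C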
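Test system: E. coli BW25113 ΔtolC::kan bacteria; incubation: 37 °C, 20 h exposure; medium: LB broth supplemented with 50 µg/mL kanamycin; read-out basis: percent growth inhibition; signal: A615 absorbance measurement; compound: 10 µM final, single dose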
E coli RNAP = Escherichia coli RNA polymerase inhibition; P0A8V2; E. coli RNA polymerase, fluorescence transcription assay; inhibition, %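 (tested at 10 µM)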; hit rate 0.2% among 62,000; in the data active = inhibition above about 20%;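 note: 0% = enzyme without compound and 100% = no enzyme blank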
Target sequence (P0A8V2 whole entry, looked up): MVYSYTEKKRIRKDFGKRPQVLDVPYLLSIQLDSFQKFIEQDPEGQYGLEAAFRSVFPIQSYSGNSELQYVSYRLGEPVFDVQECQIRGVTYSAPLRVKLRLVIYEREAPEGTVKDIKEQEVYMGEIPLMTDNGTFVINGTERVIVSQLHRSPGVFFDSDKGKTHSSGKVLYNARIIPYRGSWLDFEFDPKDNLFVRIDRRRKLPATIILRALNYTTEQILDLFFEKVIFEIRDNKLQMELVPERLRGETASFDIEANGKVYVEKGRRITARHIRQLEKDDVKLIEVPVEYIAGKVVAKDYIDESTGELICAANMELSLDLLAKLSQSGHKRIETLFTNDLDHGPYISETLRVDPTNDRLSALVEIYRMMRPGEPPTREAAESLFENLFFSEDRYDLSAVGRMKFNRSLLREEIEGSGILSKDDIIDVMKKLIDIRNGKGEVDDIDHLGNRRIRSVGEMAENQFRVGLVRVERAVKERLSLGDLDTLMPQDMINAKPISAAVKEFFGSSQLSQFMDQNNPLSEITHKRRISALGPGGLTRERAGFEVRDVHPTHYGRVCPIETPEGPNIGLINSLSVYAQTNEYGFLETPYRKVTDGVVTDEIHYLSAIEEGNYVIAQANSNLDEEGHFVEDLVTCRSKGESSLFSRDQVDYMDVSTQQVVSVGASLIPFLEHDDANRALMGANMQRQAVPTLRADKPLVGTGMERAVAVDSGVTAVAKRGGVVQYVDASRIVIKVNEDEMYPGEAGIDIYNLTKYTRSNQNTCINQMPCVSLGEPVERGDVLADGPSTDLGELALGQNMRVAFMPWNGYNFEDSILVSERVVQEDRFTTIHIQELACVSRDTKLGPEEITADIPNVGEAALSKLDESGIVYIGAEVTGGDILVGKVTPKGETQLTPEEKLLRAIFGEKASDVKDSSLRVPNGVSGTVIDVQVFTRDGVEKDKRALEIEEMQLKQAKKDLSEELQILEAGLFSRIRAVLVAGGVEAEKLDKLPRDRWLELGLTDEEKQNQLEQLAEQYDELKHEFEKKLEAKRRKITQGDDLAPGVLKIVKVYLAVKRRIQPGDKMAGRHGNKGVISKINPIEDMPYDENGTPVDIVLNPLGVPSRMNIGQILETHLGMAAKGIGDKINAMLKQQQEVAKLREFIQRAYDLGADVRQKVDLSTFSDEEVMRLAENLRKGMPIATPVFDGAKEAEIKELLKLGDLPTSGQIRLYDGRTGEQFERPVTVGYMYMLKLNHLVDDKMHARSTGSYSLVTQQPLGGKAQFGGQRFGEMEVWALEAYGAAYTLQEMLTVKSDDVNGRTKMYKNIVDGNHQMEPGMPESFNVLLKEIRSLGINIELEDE
The depositor's hits bear a star; nt = no result given; [ ] = dose if it differs, or a comment.

canonical_smiles	tolC growth inh	Fluor 339 460	M1 agonist	E coli RNAP	NADH coupling	SF1 activator	TNAP act DEA	M1 antag	RORA act
CCOC(=O)C1C(=O)NC(C)C1c1ccccc1 (stereo not drawn)	-5	1	0.78	-8	4%	2	1	-0.2	11
CN1C(=O)C2(N=c3ccccc3=N2)c2ccccc21	6	2.1*	2.4	nt	3%[fluoresces]	23	0.9	0.0073	34
Cc1nnc(N(C)C(=O)c2cccnc2)s1	-16	1	-0.0098	-11	3%	-8	0.9	-0.027	1
O=C(COC(=O)CCc1c[nH]c(=O)[nH]1)Nc1cccc(Cl)c1	-8	1.1	5.2*	7	7%	2	1	-0.03	-8
Nc1nc(CN2CCN(c3ccccc3)CC2)nc(N2CCCc3ccccc32)n1	17	1.1	-0.12	1	5%	0	1	-3.1*	-13
O=C(NCCSCc1ccco1)Nc1ccc(Cl)cc1	21	1.1	-0.25	7	4%	65*	0.8	0.52	46
O=C(NC1CCCCC1)c1cccnc1C(=O)O	-6	1.1	-0.17	6	5%	5	1	-0.39	-2
CCCNC(=O)c1cccc(COCC(F)(F)C(F)F)c1	8	1.1	-0.52	3	3%	-13	0.9	0.21	-8
COC(=O)c1ccc(C2NC(=O)NC(C)=C2C(=O)N(C)C)cc1 (stereo not drawn)	-17	1.1	0.3	0	4%	23	1	0.03	-30
Cc1c(C#N)sc2nc(-c3ccccc3)nc(N3CCCC3)c12	-17	2.5*	-0.52	6	2%[fluoresces]	-6	0.8	-0.06	12
CN1C(=O)CC(c2ccco2)Sc2ccccc21 (stereo not drawn)	1	1.1	-0.15	-1	2%	-12	1	-0.14	2
Clc1ccccc1Cn1nnc(-c2cccs2)n1	44	1.1	-0.44	3	1%	51*	0.9	0.0022	43
O=C(NCc1cccs1)C1CCCN(S(=O)(=O)c2ccc3c(c2)OCO3)C1 (stereo not drawn)	5	1.1	1.5	10	3%	-4	0.9	1.6	1
COc1ccc(-c2noc(CCCC(=O)NCCc3ccccc3)n2)cc1OC	21	1.1	-0.69	nt	8%	-60	0.9	-1.3	-39
CCCN1CCN(C(c2cc3cc(OCC)ccc3[nH]c2=O)c2nnnn2C2CCCCC2)CC1 (stereo not drawn)	5	4.3*	-0.046	-2	5%[fluoresces]	32	0.8	0.35	7
CCOc1cc(C2C(C(=O)OCC(C)C)=C(C)N=C3SCCC(=O)N32)ccc1OC(C)=O (stereo not drawn)	8	1.1	-0.43	3	7%	2	1	0.75	12
COC(=O)NC1CSCC1OC(=O)c1ccc(Br)cc1 (stereo not drawn)	-1	1.1	-0.66	2	4%	-7	1	0.4	-6
Cc1nc2cc(C(=O)O)ccc2n1-c1ccccc1	0	1.1	0.052	-2	3%	6	1	0.31	-2
CCOc1ccc2[nH]c(=O)c(CN(CCO)C(=O)c3ccc(F)cc3)cc2c1	-2	3.4*	1.4	7	15%	10	1	0.027	-8
CCCCOc1ccc(C(=O)Nc2ccc(S(=O)(=O)Nc3cc(C)on3)cc2)cc1OC	-3	1.1	0.18	2	5%	6	0.9	-0.21	-9
c1ccc(-c2cn3nc(-c4ccccc4)sc3n2)cc1	-13	1.1	0.27	4	5%	-51	0.9	-0.43	-24
CCOC(=O)CSc1nnc(CNC(=O)c2ccc(OC)cc2)n1-c1ccc(OC)cc1	-5	1.1	-0.059	6	5%	7	0.9	0.19	6
O=C(CSc1nnc(-c2ccc(F)cc2)o1)Nc1ccc(S(=O)(=O)N2CCCC2)cc1	-4	1.1	0.077	0	6%	2	0.9	0.5	-3
Cc1ccc(-c2csc3ncnc(OCC(=O)NC(=O)NCc4ccco4)c23)cc1	13	1.1	0.2	-1	5%	0	0.9	0.079	2
O=C(CNC(=O)c1ccccc1F)NC1CC1	-5	1.1	nt	5	2%	11	1	nt	-22
Cc1cccc(-n2ncc3c(N)ncnc32)c1	12	1	-0.33	7	2%	38	0.8	-0.48	32
O=C(NCc1ccc2c(c1)OCO2)c1cccnc1	-29	1	-0.92	6	3%	8	0.9	0.022	-15
Cc1ccccc1N1C(=O)[C@@H]2Cc3ccccc3CN2C1=O	-13	1.1	-1.7	1	9%	0	0.9	0.088	-13
COc1cccc(CNc2ncc(Br)cc2Br)c1O	12	1.1	0.64	9	1%	4	0.8	0.16	-15
CCC(C)N1C(=O)CCC1C(=O)NCc1ccc2c(c1)OCO2 (stereo not drawn)	-7	1.1	-0.14	6	1%	2	0.9	0.11	-15

Continued.
canonical_smiles	tolC growth inh	Fluor 339 460	M1 agonist	E coli RNAP	NADH coupling	SF1 activator	TNAP act DEA	M1 antag	RORA act
COc1ccc(N2C(=O)CCC(C(=O)NCCN3CCOCC3)C2c2ccc(OC)c(OC)c2)cc1 (stereo not drawn)	-9	1.2	-0.15	-8	3%	-11	1	0.73	-10
O=C1c2ccccc2C(=O)N1CCCP(=O)(O)CCc1ccccc1	-28	1.1	0.12	8	5%	-12	1	1.5	-2
O=C(Nc1ccncc1)C1(c2ccccc2)CCCC1	10	1.2	0.22	10	8%	-12	0.9	-0.98	0
Cc1ccc(C)c(N2CCN(C(=O)CN(C)S(=O)(=O)c3ccc4c(c3)CCC(=O)N4)CC2)c1	17	1.1	2.3*	2	1%	-6	0.9	1.6	-2
Oc1cccc2ccc(Nc3ccccn3)nc12	2	1.1	0.28	9	5%	-3	1.3	-0.046	11
O=S(=O)(c1cccc(S(=O)(=O)N2CCC(N3CCCCC3)CC2)c1)N1CCOCC1	-7	1	5.9*	3	3%	7	0.9	-1.8	1
Cc1ccc(OCc2nn3c(-c4ccco4)nnc3s2)cc1	-3	1.1	-0.12	5	4%	21	1	-0.19	11
COC(=O)C1=C(C)OC(N)=C(C#N)C1c1ccc(OC)c(OC)c1OC (stereo not drawn)	4	1.1	2.5	nt	4%	-10	0.9	0.65	-8
COc1cc(C(=S)N2CCC(C(N)=O)CC2)ccc1O	-16	1.1	0.043	3	9%	-2	0.9	0.22	-9
CCCCOc1ccc(NC(=O)CSc2nnnn2C)cc1	-2	1.2	0.36	9	3%	13	0.9	-0.12	20
CCOc1cc(S(=O)(=O)n2nc(C)cc2C)ccc1F	24	1.1	-0.98	12	0%	2	0.9	-5.2*	-21
Cc1ccccc1NC(=O)c1c(F)c(F)c(F)c(F)c1F	-6	1	-0.21	6	2%	0	0.9	0.71	-7
COc1ccc(C2C(C#N)=C(N)OC3=C2C(=O)CCC3)c(OC)c1OC (stereo not drawn)	nt	1.1	-1	6	10%	14	1	0.008	-19
COc1cccc(-c2nn(C)c3sc(C(=O)N4CCN(c5ccccn5)CC4)cc23)c1	42	1.1	1.3	6	4%	16	0.9	-0.51	0
Cc1ccc(S(=O)(=O)N2CCC(C(=O)N3CCC[C@H]3C(=O)NCc3ccccc3)CC2)cc1	-4	1.1	-0.28	8	1%	-4	1	0.67	-11
Cc1cc(N2CCCC2)ccc1/C=N/n1cnnc1	5	1.4	0.25	8	8%	nt	0.9	0.12	nt
CCn1c(-c2ccsc2)nc2c1c(=O)[nH]c(=O)n2Cc1ccccc1	10	1.1	-0.035	3	5%	0	0.8	0.62	-8
COc1cccc(-c2nc(CS(=O)CC(=O)NC3CCCC3)c(C)o2)c1 (stereo not drawn)	-9	1	-0.21	8	9%	11	1	-0.51	-2
CCC(=O)Nc1ccc2c(c1)nc1n2CCSC1	-10	1.2	0.7	3	0%	-5	0.9	0.52	-11
CCc1cc2c(=O)c(-c3nc4ccccc4n3C)coc2c(CN2CCN(C)CC2)c1O	2	2.6*	-0.38	14	14%	1	1	-0.14	-1
CNS(=O)(=O)c1cc(O)c2c(S(=O)(=O)NC)cccc2c1	-4	1.1	-0.2	nt	5%	17	0.9	-0.054	-10
Cc1ccc(S(=O)(=O)/C(C#N)=C/c2c(N3CCN(C)CC3)nc3c(C)cccn3c2=O)cc1	-2	1.2	8.6	10	3%	-9	0.8	0.75	-6
CCCc1[nH]nc2c1C(Cc1ccccc1)C(C#N)=C(N)O2 (stereo not drawn)	8	1.2	0.3	-1	4%	4	1	-2.2*	-19
COc1ccc(S(=O)(=O)Cc2ccc(C(=O)NCCc3ccc(S(N)(=O)=O)cc3)o2)cc1	-7	1	3.8*	6	2%	6	0.8	-0.61	17
COc1ccc(C2C/C(=N\O)C(C)(C)O2)cc1 (stereo not drawn)	-16	1.1	1.2	9	6%	-2	0.9	0.56	-2
CCSc1nc2c([nH]c3ccccc32)c(=O)n1C	7	1.1	-0.12	7	8%	16	0.9	-4.2*	6
O=C(Nc1ccc(OC(F)(F)F)cc1)C1=NCCN1	7	1.1	0.086	-1	5%	28	0.9	-0.26	2
C=CCOC(=O)C1=C(C)NC(=O)NC1/C=C/c1ccccc1 (stereo not drawn)	6	1.1	0.014	1	1%	-18	0.9	0.52	-2
CCOC(=O)c1oc2cccc(OCC(O)CNC(C)C)c2c1C (stereo not drawn)	1	3.6*	-0.0085	9	12%[fluoresces]	2	0.9	1	7
COC(=O)CSc1nc2cc(C)cc(C)c2cc1C#N	-5	1.1	-0.6	10	6%	14	0.9	-0.0052	5
O=C1N2CCSC2=NC1(NS(=O)(=O)c1ccccc1)C(F)(F)F (stereo not drawn)	-2	1.1	0.67	1	0%	7	1	0.5	36
O=C(O)CCNS(=O)(=O)c1ccc(Oc2ccccc2)cc1	-18	1.1	-0.54	-1	3%	3	1.2	-0.0097	-1

Taken from the listing, 10 compounds:
canonical_smiles	tolC growth inh	Fluor 339 460	M1 agonist	E coli RNAP	NADH coupling	SF1 activator	TNAP act DEA	M1 antag	RORA act
COc1ccc(N2C(=O)CCC(C(=O)NCCN3CCOCC3)C2c2ccc(OC)c(OC)c2)cc1 (stereo not drawn)	-9	1.2	-0.15	-8	3%	-11	1	0.73	-10
O=C1c2ccccc2C(=O)N1CCCP(=O)(O)CCc1ccccc1	-28	1.1	0.12	8	5%	-12	1	1.5	-2
O=C(Nc1ccncc1)C1(c2ccccc2)CCCC1	10	1.2	0.22	10	8%	-12	0.9	-0.98	0
Cc1ccc(C)c(N2CCN(C(=O)CN(C)S(=O)(=O)c3ccc4c(c3)CCC(=O)N4)CC2)c1	17	1.1	2.3*	2	1%	-6	0.9	1.6	-2
Oc1cccc2ccc(Nc3ccccn3)nc12	2	1.1	0.28	9	5%	-3	1.3	-0.046	11
O=S(=O)(c1cccc(S(=O)(=O)N2CCC(N3CCCCC3)CC2)c1)N1CCOCC1	-7	1	5.9*	3	3%	7	0.9	-1.8	1
Cc1ccc(OCc2nn3c(-c4ccco4)nnc3s2)cc1	-3	1.1	-0.12	5	4%	21	1	-0.19	11
COC(=O)C1=C(C)OC(N)=C(C#N)C1c1ccc(OC)c(OC)c1OC (stereo not drawn)	4	1.1	2.5	nt	4%	-10	0.9	0.65	-8
COc1cc(C(=S)N2CCC(C(N)=O)CC2)ccc1O	-16	1.1	0.043	3	9%	-2	0.9	0.22	-9
CCCCOc1ccc(NC(=O)CSc2nnnn2C)cc1	-2	1.2	0.36	9	3%	13	0.9	-0.12	20

Screens deposited in PubChem by several laboratories.
